# Screens: PubChem, Southern Research Specialized Biocontainment Screening Center
# PhoP GFP inhibition = PhoP regulon inhibitors, Salmonella typhi PhoP promoter GFP reporter, confirmatory (AID 1850) | 310,000 tested, 0.33% active | Salmonella Typhi PhoP-promoter GFP reporter, fluorescence, 4 h; higher % means a stronger effect | inhibition, % at 50 µM; hits with a dose series show IC50 in µM; in the data active means a potency from the dose series; inconclusive means inhibition mostly from about 25% at the one dose, without a potency; inactive means the rest, 99 in 100 with inhibition below about 19%;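 further: 0% = induced wells with vehicle and 100% = uninduced wells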
# VEEV TC-83 Vero = inhibitors of VEEV TC-83 cytopathic effect, confirmation, Vero cells (AID 588727); Vero cells, VEEV TC-83 cytopathic effect inhibition; higher % means a stronger effect; inhibition, % at 20 µM, or IC50 in µM where a hit was titrated; 350,000 tested, 0.13% active; in the data active means a potency from the dose series; inconclusive means inhibition mostly from about 14% at the one dose, without a potency; inactive means the rest, 99 in 100 with inhibition below about 12%; further: strong numbers were not always called active
# influenza NS1A = H1N1 influenza NS1A inhibitors, functional cell based assay (AID 504329) | NS1A functional cell-based assay, percent inhibition; higher % means a stronger effect | one-dose inhibition, % at 12.5 µM; IC50 in µM for titrated hits | 340,000 tested, 0.3% active; in the data active means a potency from the dose series; inconclusive means inhibition above about 27% without an active follow-up result; further: strong numbers were not always called active
# H37Rv inhibition = M. tuberculosis growth inhibition, HTS (AID 449762) | M. tuberculosis H37Rv growth inhibition, 7H9 media; higher % means a stronger effect | one-dose inhibition, % at 25 µM; IC50 in µM for titrated hits | 330,000 tested, 0.59% active; in the data active means a potency from the dose series; inconclusive means inhibition above about 70% without an active follow-up result;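 further: bacterial growth assessed after seven days of incubation; strong numbers were not always called active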
# tuberculosis growth = growth inhibition of non-replicating M. tuberculosis (AID 488890); one-dose inhibition, % at 25 µM; IC50 in µM for titrated hits; Mycobacterium tuberculosis non-replicating, growth inhibition; higher % means a stronger effect; 320,000 tested, 0.39% active; in the data active means a potency from the dose series; inconclusive means inhibition mostly from about 82% at the one dose, without a potency; inactive means the rest, 99 in 100 with inhibition below about 76%;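 further: plate controls were DMSO cells for no effect and high antibiotic wells for full effect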
# VEEV TC-83 Vero 10K pilot screen = second read-out of VEEV TC-83 Vero, no call of its own (marks repeat the call); inhibition, %; measured here: 10K pilot screen inhibition
# Numbers without * were called inactive; i = inactive; ? = inconclusive; nt = not tested or not shown.
SMILES,PhoP GFP inhibition,VEEV TC-83 Vero,influenza NS1A,H37Rv inhibition,tuberculosis growth,others
O=C(NCc1ccc(F)cc1)c1cc(S(=O)(=O)N2CCCCC2)c[nH]1,-4%,1.5%,-17%,-8%,-11%,
NC(=O)C12C(=O)NC(=O)C1(C(=O)O)C21CCCC1 (stereo unspecified),nt,3.5%,2%,nt,nt,
CCS(=O)(=O)Nc1cccc(-c2nc3cccnc3s2)c1C,7%,2.7%,-1%,0%,11%,VEEV TC-83 Vero 10K pilot screen=3.8
C=C(CC[C@@H](O)C(C)(C)O)[C@H]1CC[C@]2(C)[C@@H]1CCC1[C@@]3(C)CCC(=O)C(C)(C)C3CC[C@]12C (stereo partly specified),nt,i,-3%,4%,27%,
COc1ccccc1CN1CC(C(=O)N(Cc2cnn(C)c2)C(C)C)CCC1=O (stereo unspecified),-9%,0.3%,-9%,-3%,-6%,
O=C(c1cccc([N+](=O)[O-])c1)N1CCN(c2ncccn2)CC1,4%,0.3%,-1%,0%,5%,
Cc1c(C(=O)N2CCCC2)nnn1-c1nonc1N,-5%,1.3%,-4%,-8%,-4%,
CCCn1nc(C(=O)NC2CCCc3ccccc32)c2ccccc2c1=O (stereo unspecified),1%,3.4%,8%,10%,17%,
O=C1CC(c2ccccc2)CC(O)=C1C=NCCc1ccccc1 (stereo unspecified),2%,1.9%,-1%,-1%,36%,
CSc1ncccc1C(=O)OCn1nnc2ccccc2c1=O,-11%,2.5%,-4%,nt,?,
C=CCn1c(SCC(=O)N(CC)C2CCS(=O)(=O)C2)nc2sc3c(c2c1=O)CCC3 (stereo unspecified),nt,1.3%,-3%,-6%,14%,
Cn1c(Cl)c(/C=N/OC(=O)c2ccccc2Cl)c2ccccc21,-10%,7.0%,-26%,34%,71%,
Cc1cc(C)nc(N/N=C/c2c(CO)cnc(C)c2O)n1,-5%,1.3%,20µM*,1%,18%,
COc1ccc(/C(O)=C2/C(=O)C(=O)N(c3ccccn3)C2c2cccc(Cl)c2)cc1 (stereo unspecified),4%,i,2%,2%,26%,
CC(C)[C@@H]1COC(c2cccc(C3=N[C@H](C(C)C)CO3)c2)=N1,-23%,i,1%,55%,6%,
CC(C)C[C@H]1CN([C@@H](CC(C)C)CN2CCCC2CN2C(=S)NC[C@@H]2Cc2ccc(O)cc2)C(=S)N1CC1CCCCC1 (stereo partly specified),nt,7.7%,-2%,nt,nt,
O=C(O)c1cc(Cl)c2c(c1)[C@@H]1C=CC[C@@H]1[C@H](c1ccc(S(=O)(=O)N3CCOCC3)cc1)N2,-8%,0.5%,11%,-3%,10%,
O=C(c1noc2c1CCCC2)N1CCc2ccccc2C1,14%,0.5%,-11%,5%,15%,
O=C(Nc1ccc2oc(=O)ccc2c1)c1ccc(-c2cccc(Cl)c2)o1,1%,i,-5%,-10%,-8%,
COC(=O)[C@@H]1C[C@@]2(O)[C@@H](O)[C@@H](O)[C@@H](O)C[C@H]2N1C/C=C/c1ccccc1,3%,0.1%,11%,-6%,-2%,
O=C(CN1C(=O)c2ccccc2C1=O)OCc1nc2ccsc2c(=O)[nH]1,nt,3.1%,-13%,-7%,4%,
CCCOc1ccc(-c2c(C(=O)N/N=C/c3ccco3)nnn2-c2nonc2N)cc1,-3%,2.5%,7%,0%,-8%,
O=C(O)c1cccc2c1-c1c(cccc1[N+](=O)[O-])C2,nt,3.3%,1%,nt,nt,
Cc1ccc(N=Nc2ccc(O)cc2)c(Br)c1,1%,1.3%,10%,?,61%,
COC(=O)C(O)(c1ccc(N(C)S(=O)(=O)c2ccccc2)cc1)C(F)(F)F (stereo unspecified),-1%,1.4%,7%,-3%,-7%,
O=C(Nc1ccc(C(=O)N2CCCC2)cc1)c1ccccc1Br,0%,4.9%,11%,-10%,9%,
COc1cccc(NC(=O)CCCCCn2nnc3ccccc3c2=O)c1,7%,3.4%,18%,-4%,13%,
COCCNc1cc(C)nc2ccccc12,-3%,i,-6%,7%,-11%,
CC(=O)c1c(C)[nH]c(C(=O)OCC(=O)N2CCc3ccccc3C2)c1C,nt,8.0%,-3%,4%,50%,
[O-][n+]1c2c(nn1-c1ccccc1)/C(=N/O)CCC2,2%,0.4%,-6%,-1%,1%,
COc1ccc(N2CCCC2=N)c(OC)c1,-1%,i,-22%,-9%,6%,
Cc1ccc(OCC(=O)Nc2ccc(N3CCN(S(C)(=O)=O)CC3)cc2)c(C)c1,3%,1.1%,-2%,1%,8%,
CC(=O)NC(Cc1ccc(C)cc1)C(=O)NC1CCN(C(=O)c2cnccn2)CC1 (stereo unspecified),-4%,1.9%,-5%,-10%,-9%,
Cc1cc(NCCOCCO)n2c(nc3ccccc32)c1C#N,-17%,0.9%,-4%,7%,0%,
COc1ccc(S(=O)(=O)N2CCCC(C(=O)N3CCCCCC3)C2)cc1 (stereo unspecified),14%,i,-3%,1%,15%,VEEV TC-83 Vero 10K pilot screen=1.1
O=c1[nH]c(-c2ccccn2)nc2ccccc12,-1%,4.7%,17%,?,9.7µM*,
Cc1ccc(C)c(NC(=S)NCCSc2ccc(Cl)cc2)c1,-1%,5.0%,-1%,0%,?,
CCCCN(C(=O)C1CC(=O)N(c2ccc(C)cc2)C1)c1c(N)n(CCC)c(=O)[nH]c1=O (stereo unspecified),nt,0.9%,0%,nt,nt,
Cc1nn(-c2ccccc2)c(C)c1/C=C/C(=O)OCC(=O)NC1CCS(=O)(=O)C1 (stereo unspecified),-5%,1.1%,-4%,-2%,-1%,
N#Cc1ccc(Cn2c(-c3ccc(F)cc3)noc2=O)cc1,13%,i,1%,1%,13%,
COc1ccc(S(=O)(=O)N2CCC(C(=O)NCCC3=CCCCC3)CC2)cc1OC,4%,0.7%,5%,0%,30%,
CN1CCC(=O)N([C@H](CSc2ccccc2)c2ccccc2)CC1,2%,i,17%,-2%,18%,
O=C(NCc1ccc2c(c1)OCO2)C1CCN(C(=O)Nc2ccc(Cl)cc2)CC1,3%,2.9%,-15%,1%,3%,
COc1ccc(C2N(c3ccc(F)cc3)C(=O)C3CCCN32)cc1 (stereo unspecified),-2%,0.6%,5%,-8%,1%,
NS(=O)(=O)c1ccc(CCNC(=O)C(=O)NCC2OCCN2S(=O)(=O)c2ccc(Cl)cc2)cc1 (stereo unspecified),-2%,0.2%,-6%,-6%,24%,
CCOC(=O)N1CCN(c2nnc(-c3ccccc3)c3ccccc23)CC1,4%,1.3%,1%,5%,19%,
NCCCCCC(=O)Nc1ccncc1,-1%,i,6%,5%,-1%,
CN1CC(=O)Nc2ccc([N+](=O)[O-])cc2C1=O,12%,0.9%,-8%,-3%,-8%,
S=C(Nc1ccc(Br)cc1)NC1CCCCC1,5%,0.1%,-4%,-3%,?,
CCc1ccc(NC(=O)/C(C#N)=C/c2cc3ccc(C)cc3nc2N2CCOCC2)cc1,-30%,1.3%,6%,-2%,4%,
Cc1ccc(/C=C2\SC(=S)N(CCCC(=O)Nc3ccccc3C(=O)O)C2=O)cc1,-11%,i,3%,14%,67%,
COC/C=C/C1=CC2=CC(=O)C(C)(OC(=O)c3cnc4ccccc4n3)C(=O)C2=CN1CCN1CCOCC1 (stereo unspecified),4%,0.1%,-5%,-9%,13%,VEEV TC-83 Vero 10K pilot screen=0.5
COc1cccc(NC(=S)NN=C2CCCCCC2)c1,nt,0.8%,0%,nt,nt,
Cc1ccsc1/C=N/NC(=O)CN1CCN(S(=O)(=O)c2ccc(Br)cc2)CC1,-2%,4.0%,-4%,0%,15%,
COc1ccccc1CN1CC(C(=O)N2CCCCCCC2)CCC1=O (stereo unspecified),1%,6.9%,-7%,-7%,4%,
CCOc1ccc(NC(=O)N2CCC(NC(=O)C(Cc3ccc(OC)c(OC)c3)NC(C)=O)CC2)cc1 (stereo unspecified),0%,2.8%,1%,-9%,11%,
Cc1cc(C(=O)N2CCN(c3ccc([N+](=O)[O-])cc3)CC2)no1,-8%,i,-7%,8%,-10%,
COc1cc(OC)cc(-c2oc(=O)c3cc(OC)c(OC)cc3c2C#CCCCO)c1,nt,4.1%,2%,4%,-6%,
Cc1cc(=O)[nH]c(N/N=C/c2cccs2)n1,-6%,0.7%,5%,1%,-12%,
Cc1cc(Nc2ccc3ccccc3c2)n2ncnc2n1,1%,0.2%,9%,39%,32%,

# Part of the list above in order of heavy-atom count, descending.
SMILES,PhoP GFP inhibition,VEEV TC-83 Vero,influenza NS1A,H37Rv inhibition,tuberculosis growth,others
Cc1ccc(/C=C2\SC(=S)N(CCCC(=O)Nc3ccccc3C(=O)O)C2=O)cc1,-11%,i,3%,14%,67%,
COc1ccccc1CN1CC(C(=O)N2CCCCCCC2)CCC1=O (stereo unspecified),1%,6.9%,-7%,-7%,4%,
CN1CC(=O)Nc2ccc([N+](=O)[O-])cc2C1=O,12%,0.9%,-8%,-3%,-8%,

# Further entries.
SMILES,PhoP GFP inhibition,VEEV TC-83 Vero,influenza NS1A,H37Rv inhibition,tuberculosis growth,others
N#Cc1ccccc1NC(=O)COc1ccccc1C(=O)Nc1ccccc1,nt,7.1%,10%,-11%,28%,
O=C(CCC(NC(=O)OCc1ccccc1)C(=O)OCc1ccccc1)NCC(=O)OCc1ccccc1 (stereo unspecified),-7%,0.1%,-7%,-6%,2%,
O=C(NC1CCCCC1)c1cc(-c2ccc(F)cc2)on1,-15%,3.9%,6%,8%,-18%,
CCOC(=O)C1CCCN(S(=O)(=O)c2ccc3c(c2)C(C)(C)C(=O)N3C)C1 (stereo unspecified),-1%,1.6%,10%,0%,1%,
CSCC[C@H](NC(=O)OC(C)(C)C)C(=O)N1CCC(C(=O)N[C@@H](C)C(=O)NCc2ccc(F)cc2)CC1,4%,i,-2%,-5%,0%,
CCN1C(=O)CC(C(=O)NC)SC1=Nc1cc(Cl)c(O)c(Cl)c1 (stereo unspecified),3%,5.5%,-2%,1%,8%,
NC(=O)COC(=O)c1oc2ccccc2c1CSc1ccc(Cl)cc1,1%,0.9%,4%,2%,-1%,
O=C(Nc1ccccc1OC(F)F)C1CCCN1C(=O)c1cccs1 (stereo unspecified),-1%,i,-5%,3%,-1%,
Cc1ccc(C)c(NC(=O)CN(C)C(=O)C2COc3ccccc3O2)c1 (stereo unspecified),nt,0.9%,-2%,-12%,-14%,
CCOC(=O)c1sc2ncn(C(C)C(=O)OC)c(=O)c2c1C (stereo unspecified),-6%,1.8%,-9%,2%,38%,
C=C1C2(C(=O)Nc3nccs3)CCC(C2)C1(C)C (stereo unspecified),2%,0.1%,3%,-1%,36%,
O=C(CSc1nc(O)cc(=O)n1-c1ccccc1)Nc1ccc(Br)cn1,-2%,i,7%,7%,-7%,
CCCOC(=O)c1c(NC(=O)c2cnn3c2NC(c2ccccc2)CC3C(F)(F)F)sc2c1CCCC2 (stereo unspecified),-21%,0.2%,-4%,6%,-9%,
CC(=O)NCCc1c(C)n(Cc2ccccc2)c2ccccc12,0%,0.5%,-3%,5%,41%,
COc1cc(/C=C2\SC(=S)N(NC(=O)c3ccccc3O)C2=O)ccc1O,-3%,2.7%,10%,7%,-7%,
CCN(CC)C(=O)Cn1cnc2c1c(=O)n(C)c(=O)n2C,6%,4.3%,-3%,-5%,-7%,
O=c1[nH]c(SCc2ccccc2Cl)nc2c1CCCC2,-5%,0.1%,-6%,2%,19%,
Cc1ccc(S(=O)(=O)N2CCOCC2)cc1NC(=O)CNCc1cccnc1,2%,1.0%,-7%,-10%,-8%,
CCC(C)NC(=O)c1ccccc1NC(=O)c1ccc(CSc2ccc(C)cc2)cc1 (stereo unspecified),-1%,4.9%,26%,4%,18%,
C/C(=N/NC(=O)C1CCCCC1)c1ccc([N+](=O)[O-])cc1,1%,0.5%,-8%,6%,-28%,
Cc1ccc(S(=O)(=O)N2[C@@H](c3ccc(Br)cc3)C(C(=O)O)=CC[C@H]2c2ccc3c(c2)OCO3)cc1,nt,0.1%,-8%,4%,10%,

# Molecules from the list above that contain a cyano group (4):
SMILES,PhoP GFP inhibition,VEEV TC-83 Vero,influenza NS1A,H37Rv inhibition,tuberculosis growth,others
Cc1cc(NCCOCCO)n2c(nc3ccccc32)c1C#N,-17%,0.9%,-4%,7%,0%,
N#Cc1ccc(Cn2c(-c3ccc(F)cc3)noc2=O)cc1,13%,i,1%,1%,13%,
CCc1ccc(NC(=O)/C(C#N)=C/c2cc3ccc(C)cc3nc2N2CCOCC2)cc1,-30%,1.3%,6%,-2%,4%,
N#Cc1ccccc1NC(=O)COc1ccccc1C(=O)Nc1ccccc1,nt,7.1%,10%,-11%,28%,
